FLuc counter – inhibits or activates purified firefly luciferase, miR-21 counter-screen. 360,000 compounds, 6.9% hits. AID 588342. purified FLuc, Km substrates, luminescence inhibition. Potency, µM (doses to about 57.5 µM), for inactives: at the top dose activity change, negative = inhibition, usual class: inhibitors;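 note: potency is the fitted concentration of half-maximal effect; plate controls were vehicle for no effect and reference inhibitor for full effect; nearly all actives have a fitted effect of over 55% in size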
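Purified P. pyralis luciferase, 10 nM final, with Km-level 10 uM D-luciferin and 10 uM ATP in 50 mM Tris acetate pH 7.5, 10 mM Mg acetate, 0.01% Tween-20, 0.05% BSA; 6-point qHTS titration about 60 µM downward; luminescence read.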
ELG1 DNA repair – inhibitors of ELG1-dependent DNA repair in HEK293T cells. AID 504467. Potency, µM (highest dose often 46.1 µM), for inactives: top-dose activity change, negative = inhibition, usual class: inhibitors. HEK293T ELG1-luciferase reporter, luminescence, 16 h; DNA damage induced by 5-fluorouridine. 330,000 compounds, 2.3% hits; note: potency is the fitted concentration of half-maximal effect; % is set by controls: 0 for no effect and ±100 for the full control effect; nearly all actives have a fitted effect of over 55% in size
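HEK293T cells expressing luciferase-tagged ELG1 (2,000/well) received 5-Fluorouridine plus compound or DMSO for 16 hr at 37 °C. Luciferase was read by ONE-Glo luminescence after 30 min at room temperature.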
TRPV1 agonist – agonists of human vanilloid receptor 1 (TRPV1) | Q8NER1 | TRPV1-expressing cells, Fluo-8 calcium influx, agonist mode | activation, % at 8.33 µM | 320,000 compounds, 0.19% hits | AID 540275; in the data active = activation above about 80%; inconclusive = between about 30% and that limit; note: 0% is about no effect
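Cells expressing TRPV1 were dye-loaded with Fluo-8 and read kinetically: 10 s baseline, 3 min after compound (agonist portion), then 2 min after EC20 capsaicin (allosteric enhancer portion). Calcium-bound dye fluorescence at 480/520 nm.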
Tb PFK inh – T. brucei PFK enzyme inhibition; O15648; T. brucei PFK, ADP-Glo luminescence; 330,000 compounds, 0.17% hits; Potency, µM (series often up to 57.5 µM), without a hit: at the top dose activity, negative = inhibition, usual class: inhibitors;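 note: potency is the fitted concentration of half-maximal effect; 0% = uninhibited 1x PFK enzyme wells and -100% = no-enzyme wells; nearly all actives have a fitted effect of over 60% in size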
Target sequence (O15648 whole entry, looked up): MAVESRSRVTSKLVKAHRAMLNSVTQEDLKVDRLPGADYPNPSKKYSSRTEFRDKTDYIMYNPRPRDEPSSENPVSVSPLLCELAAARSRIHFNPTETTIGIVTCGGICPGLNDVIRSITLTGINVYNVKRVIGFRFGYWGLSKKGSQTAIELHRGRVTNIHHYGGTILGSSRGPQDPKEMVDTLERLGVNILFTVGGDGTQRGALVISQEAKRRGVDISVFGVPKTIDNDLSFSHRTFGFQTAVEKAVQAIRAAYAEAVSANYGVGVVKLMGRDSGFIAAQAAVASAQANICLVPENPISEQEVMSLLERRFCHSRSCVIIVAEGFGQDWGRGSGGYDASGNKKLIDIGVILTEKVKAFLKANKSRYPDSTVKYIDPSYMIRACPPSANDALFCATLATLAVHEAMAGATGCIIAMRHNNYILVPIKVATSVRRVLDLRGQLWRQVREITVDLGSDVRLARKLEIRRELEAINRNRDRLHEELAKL
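PFK 1.25 nM, F6P 0.5 mM, ATP 0.1 mM, 0.1 M TEA pH 8.0, 5 mM MgCl2, 0.01% Tween20, 0.1% BSA; 45 min RT. ADP-Glo readout. qHTS titration up to 57 uM; curves fitted, compounds curve-classed.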
NPC1 promoter act – activators of NPC1 promoter | Huh7 NPC1 promoter luciferase reporter, 24 h | Potency, µM (highest dose often 9.22 µM), for the others: at the top dose activation, most hits filed as activators | 320,000 compounds, 2.4% hits | AID 485313;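 note: potency is the fitted concentration of half-maximal effect; % of control where 0% means no effect; nearly all actives have a fitted effect of over 60% in size; reporter is driven by a mutant NPC1 promoter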
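Huh7 reporter cells (NPC1 promoter driving luciferase) are dosed with compound for 24 h at 37 °C, 5% CO2; luciferase detection reagent is then added and luminescence measured after 10 min at ambient temperature.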
VP16 counter – inhibits Gal4-VP16 luciferase reporter, ROR gamma counter-screen; Drosophila S2 Gal4-VP16 UAS-luciferase, luminescence, 20 h; Potency, µM (doses to about 53.6 µM), for the others: at the highest dose activity, negative = inhibition, actives largely listed as inhibitors; 310,000 compounds, 3.5% hits; AID 2546;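 note: Gal4-VP16 expression switched on by copper sulfate through the metallothionein promoter; potency is the fitted concentration of half-maximal effect; % is set by controls: 0 for no effect and ±100 for the full control effect; nearly all actives have a fitted effect of over 50% in size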
p53 reactivation – restores transcriptional activity of mutant p53; AID 504706; Potency, µM (series often up to 92.2 µM), inactives show at the highest dose activity change, positive = activation, usual class: activators; 320,000 compounds, 0.063% hits; H1299 p53-A138V BP100-luciferase reporter, luminescence, 24 h; note: potency is the fitted concentration of half-maximal effect; % of control where 0% means no effect; nearly all actives have a fitted effect of over 45% in size
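H1299 (p53-null), stable ts p53-A138V + BP100-Luc; 1000 cells/well, Opti-MEM/10% FBS; cpd 4 pt, 1:5; 24 h, 37 deg C, 5% CO2; detection reagent 10 min RT; luminescence.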
Rab9 promoter act – activators of Rab9 promoter. 320,000 compounds, 2.8% hits. AID 485297. Potency, µM (series often up to 9.22 µM), for inactives: at the top dose activation, negative = inhibition, hits mostly activators. Huh7 Rab9 promoter-luciferase reporter, luminescence, 24 h; note: potency is the fitted concentration of half-maximal effect; % of control where 0% means no effect; nearly all actives have a fitted effect of over 60% in size
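Luminescence read-out: Huh7 cells stably expressing Rab9-luciferase, treated 24 h with compound at 37 °C, then lysed with luciferase reagent for 10 min at ambient before reading.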
BRCA1 expr act – BRCA1 expression activation; MCF7-BRCA1-FFLuc reporter, luminescence, 48 h; response scale: scaled: vehicle 0%, 10 µM genistein 100%; AID 624202; 380,000 compounds, 1.1% hits; Potency, µM (top dose mostly 46.1 µM), without a hit: at the highest dose activation, actives largely listed as activators; note: potency is the fitted concentration of half-maximal effect; nearly all actives have a fitted effect of over 80% in size; some results filed as inactive show a strong effect at the top dose
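First, MCF7-BRCA1-FFLuc cells (2000/well) attach for 2 h; next, compounds are pin-added and incubated 48 h at 37 °C; finally, luciferase reagent is added and luminescence read after 15 min.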
ELG1 genotox – genotoxicity induction in ELG1-luciferase HEK293T cells; AID 504466; HEK293T ELG1-luciferase reporter, luminescence, 16 h; 330,000 compounds, 1.3% hits; Potency, µM (series often up to 46 µM), for the others: at the highest dose activity change, positive = activation, actives largely listed as activators; note: potency is the fitted concentration of half-maximal effect; % of control where 0% means no effect; nearly all actives have a fitted effect of over 60% in size
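HEK293T cells expressing luciferase-tagged ELG1 were treated with compound or DMSO for 16 hr at 37°C. Luciferase activity was then read after 30 min with ONE-Glo at room temperature; rising signal flags genetic stress.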
RORgamma inh – inhibitors of mouse ROR gamma transcriptional activity; Drosophila S2 Gal4-RORgamma UAS-luciferase reporter, 20 h; Potency, µM (top dose mostly 53.6 µM), without a hit: at the highest dose activity change, negative = inhibition, usual class: inhibitors; 310,000 compounds, 5.4% hits; note: potency is the fitted concentration of half-maximal effect; % is set by controls: 0 for no effect and ±100 for the full control effect; nearly all actives have a fitted effect of over 60% in size
Target sequence (P51450 whole entry, looked up, the tested form may be a part): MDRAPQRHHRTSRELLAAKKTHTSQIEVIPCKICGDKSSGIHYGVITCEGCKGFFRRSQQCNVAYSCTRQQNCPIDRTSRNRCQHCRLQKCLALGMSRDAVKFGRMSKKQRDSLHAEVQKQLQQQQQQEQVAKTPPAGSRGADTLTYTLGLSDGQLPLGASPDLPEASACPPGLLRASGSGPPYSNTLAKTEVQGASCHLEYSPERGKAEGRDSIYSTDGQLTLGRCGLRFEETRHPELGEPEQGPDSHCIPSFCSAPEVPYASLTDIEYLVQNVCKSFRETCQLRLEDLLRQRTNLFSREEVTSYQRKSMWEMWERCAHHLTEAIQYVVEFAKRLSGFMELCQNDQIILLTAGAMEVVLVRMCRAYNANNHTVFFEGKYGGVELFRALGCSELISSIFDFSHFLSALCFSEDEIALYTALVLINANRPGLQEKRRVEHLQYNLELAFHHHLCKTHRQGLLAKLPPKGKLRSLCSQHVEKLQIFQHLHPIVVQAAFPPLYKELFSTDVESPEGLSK
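Schneider cells (Drosophila), stable Gal4 DBD–ROR gamma + UAS-luc; 1 hr cmpd preincubation; Cu2+ induction 700 uM final; 20 hr ambient; luminescence.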
* marks the source's active call; other numbers are inactive results; ? = inconclusive; / = no result given; [ ] = dose if it differs, or a comment. Unless noted, calls come from the whole dose curve; as a rule, active = well fitted curve in the direction sought with a large enough effect; inconclusive = small, poorly fitted or top-dose-only effect, or another doubt; inactive = no such curve, though single readings can be large; an effect the other way counts as inactive or inconclusive.

mol	Tb PFK inh	ELG1 genotox	ELG1 DNA repair	Rab9 promoter act	NPC1 promoter act	RORgamma inh	p53 reactivation	TRPV1 agonist	BRCA1 expr act	VP16 counter	FLuc counter
COc1ccc([C@@H]2CC=C(C(=O)O)[C@H](c3ccc(F)cc3)N2S(=O)(=O)c2ccc(C)cc2)cc1OC	-7%	-2%	23%	-6%	1%	/	-5%	-3	0%	/	9%
CCOC(=O)c1sc(N(Cc2ccccc2)C(=O)COC(=O)c2ccccc2O)nc1C	4%	?	23%	1%	7%	3%	?	4	40%	0%	?
COc1ccc(N(CC(=O)N2CCCCC2)S(=O)(=O)c2c(C)nn(C)c2C)cc1	-5%	2%	11%	6%	3%	28%	4%	/	-4%	2%	2%
Cc1cc(C)c2c(n1)nn1c(NCCCN(C)C)cc(C)nc21	2%	4%	21%	7%	1%	?	6%	2	2%	-1%	0%
COc1ccc(N(C(=O)c2ccco2)C(C(=O)NC2CCCC2)c2ccccc2)cc1 (stereo not given)	0%	-1%	0%	0%	0%	-30%	-4%	3	-6%	-16%	1%
CCOc1c([N+](=O)[O-])cc2c(C)c(C(=O)N3CCN(C)CC3)oc2c1OCC	1%	1%	-2%	-1%	3%	-5%	0%	4	-9%	-6%	5%
COc1ccc(/C=C/C(=O)Nc2ccc(-n3nncc3-c3ccc(OC)c(OC)c3)cc2)cc1OC	6%	0%	?	-5%	-3%	8%	-27%	-5	-21%	0%	7%
O=C(NCCO)C(=O)NCC1OCCCN1S(=O)(=O)c1cccs1 (stereo not given)	-1%	4%	12%	-4%	-2%	-9%	-2%	-1	9%	0%	9%
CN(CC(=O)O)S(=O)(=O)c1cc(Cl)ccc1Cl	?	4%	7%	-3%	-2%	6%	-10%	-6	-8%	-3%	-1%
CCCC(=O)N(c1ccc2oc(C)c(C(C)=O)c2c1)S(=O)(=O)c1ccc(C(=O)O)cc1	0%	5%	-9%	0%	-2%	-21%	-1%	-3	-15%	2%	2%

More records:
mol	Tb PFK inh	ELG1 genotox	ELG1 DNA repair	Rab9 promoter act	NPC1 promoter act	RORgamma inh	p53 reactivation	TRPV1 agonist	BRCA1 expr act	VP16 counter	FLuc counter
CCc1ccc(C2CC(c3ccc(C)cc3)Nc3nc(N)nn32)cc1 (stereo not given)	7%	4%	17%	-5%	-4%	12%	0%	1	31%	3%	-2%
Cc1ccccc1NC(=O)N1CCCC(c2nc(-c3ccc(C(C)C)cc3)no2)C1 (stereo not given)	2%	5%	?	11%	18%	30%	45µM*	2	-40%	?	?
COc1ccccc1-c1noc(-c2cccnc2)n1	-7%	21µM*	?	14%	22%	24%	30%	3	?	1%	?
CS(=O)(=O)N1CCN(C(=O)Cc2ccc([N+](=O)[O-])cc2)CC1	-4%	-6%	0%	-4%	0%	13%	0%	-3	4%	-3%	4%
S=C(NCc1ccco1)Nc1cccc(Cl)c1	-3%	-6%	-3%	-6%	0%	1.8µM*	0%	?	-56%	7.1µM*	1%
CCc1ccc(NC(=O)N2CCN(c3ccccc3)CC2)cc1	0%	2%	12%	15%	10%	?	-4%	27	29%	24%	-20%
Cc1cc(NC(=O)CSc2nc3c(c(=O)n2Cc2ccccc2)SC(C)C3)no1 (stereo not given)	1%	6%	17%	12%	12%	23%	5%	1	64%	?	-14%
CCCC(=O)Nn1cnc2c(c1=O)C1(CCCCC1)Cc1ccccc1-2	25%	-2%	-7%	-1%	-2%	-2%	0%	?	-30%	-1%	-17%[2.3 µM]
CCOC(=O)c1c(C)oc2ccc(OC(=O)N3CCOCC3)cc12	-2%	0%	?	0%	-1%	-12%	-10%	7	-12%	-4%	2%
CCN(CCCNC(=O)CCn1c(=O)[nH]c2ccccc2c1=O)c1cccc(C)c1	10%	-1%	-1%	5%	2%	28%	-7%	27	16%	-1%	7%

Following part.
mol	Tb PFK inh	ELG1 genotox	ELG1 DNA repair	Rab9 promoter act	NPC1 promoter act	RORgamma inh	p53 reactivation	TRPV1 agonist	BRCA1 expr act	VP16 counter	FLuc counter
C[C@@H]1NC(=O)[C@H](CCC(=O)O)NC(=O)c2cc([N+](=O)[O-])cc(F)c2NCCC[C@@H](C(N)=O)NC1=O	6%	3%	8%	-3%	-3%	-6%	4%	-2	-2%	-10%	-1%
Cc1ccc(NC(=O)NNC(=O)C2CC(c3cccs3)=NO2)cc1 (stereo not given)	-1%	3%	-7%	14%	4%	-42%	5%	0	6%	1%	-7%
CCOC(=O)C(=O)N/N=C/c1ccco1	-11%	-2%	?	-1%	8%	-29%	10%	20	-3%	0%	1%
CC(=O)c1cccc(NC(=O)c2ccc(C)o2)c1	-1%	6%	?	21%	12%	?	-2%	8	58%	7%	?
CCOC(=O)CC1C(C(=O)OCC)ON2OC(C(=O)OC)C(C(=O)OCC)C12 (stereo not given)	4%	0%	5%	-3%	-2%	-24%	2%	0	2%	1%	2%
COc1cccc(C(=O)NCc2cccnc2)c1	19%	1%	-2%	-3%	18%	17%	-10%	-3	-2%	-3%	3%[2.3 µM]
O=C(NCCN1CCCC1=O)C1CCC(=O)N(CCc2ccc(Cl)cc2)C1 (stereo not given)	-2%	4%	19%	2%	11%	2%	1%	2	1%	-6%	0%
CCNC(=O)Nc1nc2ccccc2s1	3%	?	?	?	4µM*	8%	14%	21	3.2µM*	-1%	24µM*
CN(C)CCCn1c(SCc2ccc(Cl)cc2)nnc1-c1ccncc1	0%	-3%	?	-1%	-4%	9%	/	-3	17%	1%	2%
COCCn1nnnc1C(c1ccc(OC)cc1)N1CCC(C)CC1 (stereo not given)	24%	1%	5%	2%	-1%	19%	0%	2	13%	6%	3%

Later entries
mol	Tb PFK inh	ELG1 genotox	ELG1 DNA repair	Rab9 promoter act	NPC1 promoter act	RORgamma inh	p53 reactivation	TRPV1 agonist	BRCA1 expr act	VP16 counter	FLuc counter
Cc1ccc(C)c(OCCC(=O)OCC(=O)NCc2ccccc2)c1	0%	1%	0%	-6%	-2%	/	4%	29	-20%	/	1%
CCC(C)[C@@H](C(=O)Nc1ccc2c(c1)OCO2)N1Cc2ccccc2C1=O (stereo not given in full)	1%	2%	-2%	2%	4%	17%	6%	/	-6%	-10%	-15%
COc1ccc(OC)c(NC(=O)c2ccc(OCC(=O)N3CCOCC3)c(OC)c2)c1	0%	1%	-13%	1%	-7%	/	-6%	-2	-9%	/	0%
CCOc1cccc(C(=O)NC(=S)Nc2cccc(C)c2)c1	2%	12%	?	26%	?	2.5µM*	21%	1	?	10µM*	?
O=C(COC(=O)C1CCC1)Nc1cc(S(=O)(=O)N2CCCCC2)ccc1Cl	-9%	-11%	-1%	10%	9%	/	-1%	2	0%	/	-1%
CC(C)(C)C(=O)Nc1cccc(-c2nc3ccccc3c(=O)o2)c1	0%	11%	?	?	?	14µM*	-1%	-5	2%	?	15µM*
CCOC(=O)[C@H]1[C@H]2COc3ccccc3[C@@H]2N2C(=O)CN(CC3CCCO3)C(=O)[C@@]12C (stereo not given in full)	-1%	6%	?	/	/	/	2%	/	0%	/	/
CC(Sc1ccccc1)C(=O)N1CCN(S(=O)(=O)c2cccc(Br)c2)CC1 (stereo not given)	4%	-4%	-22%	-9%	2%	23%	-2%	?	-29%	-2%	-1%
O=C(Nc1ccc(S(=O)(=O)Nc2cnc3ccccc3n2)cc1)c1ccccc1Br	1%	0%	0%	-9%	1%	?	-4%	1	-26%	6%	4%
CCN(CC)CCN1C(=O)C(O)=C(C(=O)c2cccs2)C1c1ccccn1 (stereo not given)	1%	-3%	12%	-4%	-1%	36%	5%	4	24%	3%	12%

Other compounds.
mol	Tb PFK inh	ELG1 genotox	ELG1 DNA repair	Rab9 promoter act	NPC1 promoter act	RORgamma inh	p53 reactivation	TRPV1 agonist	BRCA1 expr act	VP16 counter	FLuc counter
O=C1OCCC/C1=C\c1ccc2c(c1)OCO2	2%	-3%	4%	1%	-6%	8%	6%	1	-3%	3%	-11%
COCCn1nnnc1C(c1cc2cc(C)ccc2[nH]c1=O)N1CCCCCC1 (stereo not given)	-5%	3%	-2%	0%	0%	0%	1%	2	4%	-9%	1%
CC1CN(C(=O)/C=C/c2ccccc2Cl)CC(C)O1 (stereo not given)	-3%	-1%	-12%	0%	1%	-3%	-2%	4	0%	2%	-7%
C/C(=N\NC(=O)c1ccc2c(c1)OCO2)c1ccc(C(=O)O)s1	3%	2%	?	1%	0%	-16%	10%	-1	48%	-3%	?
CCC(=O)N/C(=N\OCc1ccc(F)cc1)c1nonc1NC(=O)CC	0%	0%	-1%	-4%	0%	17%	3%	/	-11%	5%	-1%
C=CCNc1nc(-c2ccccc2)nc(-n2ccnc2)n1	1%	1%	-12%	-7%	1%	-43%	11%	6	2%	-12%	2%

Screening results (PubChem)
